# Screening data (PubChem BioAssay)
# Tau FP inhib: inhibitors of human tau fibril formation | P10636 | K18 P301L tau heparin fibrillization, Alexa594 FP, 6 h | Potency, µM (doses to about 57.7 µM), inactives show top-dose activity, negative = inhibition, hits mostly inhibitors | actives 0.39% (n = 280,000) | AID 1468; note: potency is the fitted concentration of half-maximal effect; % is set by controls: 0 for no effect and ±100 for the full control effect; nearly all actives have a fitted effect of over 55% in size
# Target sequence (P10636 561-689 P618L limits assumed): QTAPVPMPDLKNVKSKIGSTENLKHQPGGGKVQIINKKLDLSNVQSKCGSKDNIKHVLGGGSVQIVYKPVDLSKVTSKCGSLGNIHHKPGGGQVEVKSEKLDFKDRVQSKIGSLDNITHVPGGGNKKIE
#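 Human tau K18 […] P301L fragment, 15 uM unlabeled plus 0.24 uM Alexa 594-labeled tau (final), with compound and 20 uM heparin in 100 mM sodium acetate pH 7; 6 hr at 37 C, then Alexa 594 FP read.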
# Tau fluor cs: counter-screen for tau fibril formation inhibitors; tau K18 P301L (four-repeat tau fragment) Alexa594 fluorescence, heparin fibrillization; Potency, µM (highest dose often 57.7 µM), for inactives: top-dose activity change, negative = decrease; actives 0.93% (n = 280,000); AID 1463; note: potency is the fitted concentration of half-maximal effect; % is set by controls: 0 for no effect and ±100 for the full control effect; nearly all actives have a fitted effect of over 55% in size
#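 Human K18 P301L tau (15 uM unlabeled plus 0.24 uM Alexa 594-labeled, final) in 100 mM sodium acetate pH 7 was mixed with compound and 20 uM heparin and incubated 6 hr at 37 C.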
# CBFb-RUNX1 inh: blocks binding between human CBF-beta and RUNX1; AlphaScreen CBFb-His/RUNX1-biotin binding, biochemical; AID 1477; 230,000 tested, under 10 active; Potency, µM (highest dose often 59.8 µM), for inactives: top-dose activity, negative = inhibition, actives largely listed as inhibitors; note: % of control where 0% means no effect
#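 Interaction loss through any mechanism counts as activity. Pre-formed complex of His-CBF-beta and biotin-RUNX1 (30 nM apiece) is incubated with compound 15 min, then with 50 ng nickel and 50 ng streptavidin beads for 90 min before AlphaScreen detection.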
# TRb SRC2 PPI: disrupts binding of human TR beta to SRC2; P10828; TRbeta-SRC2 peptide binding, fluorescence polarization; receptor liganded with 1 µM T3; actives 0.065% (n = 280,000); Potency, µM (highest dose often 106 µM), for the others: at the highest dose activity change, negative = inhibition, most hits filed as inhibitors;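 note: potency is the fitted concentration of half-maximal effect; plate controls were bound peptide for no effect and peptide without receptor for full effect; nearly all actives have a fitted effect of over 50% in size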
#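 Binding of a 20-amino-acid Texas Red SRC2 peptide (20 nM) to TRb ligand-binding domain (0.6 uM) with agonist T3 at 1 uM was followed by fluorescence polarization after a 5 hr room-temperature incubation.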
# TR SRC2 fluor cs: counter-screen for TRb-SRC2 inhibitors: fluorescence interference | TRb/SRC2 Texas Red total fluorescence interference | Potency, µM (doses to about 106 µM), for inactives: at the top dose fluorescence change, negative = quenching | actives 0.29% (n = 280,000); active = well fitted curve in either direction with a large enough effect; inconclusive = small, poorly fitted or top-dose-only effect; note: potency is the fitted concentration of half-maximal effect; % is set by controls: 0 for no effect and ±100 for the full control effect
#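 Human TRb ligand-binding domain at 0.6 uM with 20 nM Texas Red SRC2 peptide in Tris buffer containing 1 uM T3 and 5% DMSO, incubated with compound 5 h at ambient temperature. Total fluorescence (555/632 nm) calculated as parallel + 2 × perpendicular.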
# Epigenetic reg: derepresses silenced GFP reporter in murine cells; murine LDR cells, GFP reporter derepression, 30 h; Potency, µM (top dose mostly 53.9 µM), inactives show top-dose GFP activation, usual class: activators; actives 0.2% (n = 280,000); note: potency is the fitted concentration of half-maximal effect; % of control where 0% means no effect; nearly all actives have a fitted effect of over 60% in size
#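 In this reporter-derepression format, murine cells bearing a silenced integrated CMV-GFP locus incubate with test compound (30 h, 37 C), then are washed and imaged; fluorescent objects of 20–120 um count as induced cells.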
# NPSR antag: blocks cAMP signaling of the human neuropeptide S receptor; CHO-NPSR cells, cAMP TR-FRET, antagonist mode; actives 1% (n = 220,000); Q6W5P4; Potency, µM (highest dose often 38.3 µM), for the others: at the top dose activity change, negative = inhibition, usual class: inhibitors; note: potency is the fitted concentration of half-maximal effect; % is set by controls: 0 for no effect and ±100 for the full control effect; nearly all actives have a fitted effect of over 50% in size; many of its hits are not listed in these tables
# Target sequence (Q6W5P4 whole entry, looked up): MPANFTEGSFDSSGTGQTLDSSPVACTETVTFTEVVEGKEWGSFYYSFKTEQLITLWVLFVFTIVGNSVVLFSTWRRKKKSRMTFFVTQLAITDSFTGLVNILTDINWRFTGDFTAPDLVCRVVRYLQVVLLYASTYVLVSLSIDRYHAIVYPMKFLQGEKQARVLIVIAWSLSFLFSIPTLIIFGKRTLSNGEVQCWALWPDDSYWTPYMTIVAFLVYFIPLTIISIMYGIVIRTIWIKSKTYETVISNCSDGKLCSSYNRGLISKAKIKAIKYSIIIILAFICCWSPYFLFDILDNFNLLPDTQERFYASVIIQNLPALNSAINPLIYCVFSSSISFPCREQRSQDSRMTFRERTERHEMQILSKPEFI
# GLA spleen mod: inhibitors or activators of human alpha-galactosidase in spleen homogenate; actives 0.008% (n = 240,000); Potency, µM (series often up to 80 µM), for the others: at the top dose activity change, negative = inhibition, actives largely listed as inhibitors; human spleen homogenate, 4MU-alpha-Gal fluorescence, 40 min;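 note: potency is the fitted concentration of half-maximal effect; 0% = enzyme with vehicle and -100% = no enzyme basal signal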
# Target sequence (P06280 32-429 limits assumed): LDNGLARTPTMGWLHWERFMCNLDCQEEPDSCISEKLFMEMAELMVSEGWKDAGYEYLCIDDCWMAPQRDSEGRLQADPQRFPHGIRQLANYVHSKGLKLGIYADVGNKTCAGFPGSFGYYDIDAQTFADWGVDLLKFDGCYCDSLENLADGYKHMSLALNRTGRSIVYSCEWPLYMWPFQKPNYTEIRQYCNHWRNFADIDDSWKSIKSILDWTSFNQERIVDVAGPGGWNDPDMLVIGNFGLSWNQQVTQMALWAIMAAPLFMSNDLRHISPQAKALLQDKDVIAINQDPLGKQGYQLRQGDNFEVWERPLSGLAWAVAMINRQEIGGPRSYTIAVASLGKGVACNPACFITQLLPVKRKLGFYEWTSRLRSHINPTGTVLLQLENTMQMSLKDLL
#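 Spleen homogenate 1 ug + cpd (titration) + 4-MU-alpha-D-galactopyranoside 1 mM; 37C 40 min; 50 mM citrate/phosphate pH 5.0, 0.01% Tween-20; stop pH 10; fluorescence 365/440; AC50 via Hill.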
# * = called active by the depositor; ? = inconclusive; · = not tested or not shown; & = joins results of further samples; [ ] = remark or other dose. Unless noted, calls come from the whole dose curve; as a rule, active = well fitted curve in the direction sought with a large enough effect; inconclusive = small, poorly fitted or top-dose-only effect, or another doubt; inactive = no such curve, though single readings can be large; an effect the other way counts as inactive or inconclusive. Not all compounds are listed. The share of hits here may be higher or lower than overall.
no.	molecule	GLA spleen mod	Tau FP inhib	NPSR antag	CBFb-RUNX1 inh	Epigenetic reg	Tau fluor cs	TR SRC2 fluor cs	TRb SRC2 PPI
1	COc1ccc(-c2c(C3C4C=CCCC4(C)C(=O)N3Cc3ccccc3)ccc3ccccc23)cc1 (stereo not given)	0%	·	·	14%	·	·	-3%	0%
2	CCCNC(=O)OC[C@@H]1O[C@H](CCO/N=C\C[C@H]2C=C[C@H](OC(C)=O)[C@@H](COC(C)=O)O2)C=C[C@@H]1Oc1ccc(OC)cc1	-10%[17.5 µM]	-1%[11.6 µM]	·	12%[13.1 µM]	0.0%[10.1 µM]	-12%[11.6 µM]	0%[11.2 µM]	0%[11.2 µM]
3	CCOC(=O)CNC(=O)Nc1cc(C(C)(C)C)nn1-c1ccccc1	6%	-16%	-15%[7.67 µM]	-1%	-0.3%	-12%	1%	4%
4	CC(=O)N(NC(=O)c1ccccc1Cl)C1CC(=O)N(c2ccc(C)cc2)C1=O (stereo not given)	-7%	5%	-3%[46.1 µM]	-1%	5.7%	-3%	1%	-4%
5	COc1ccc(CCNC(=O)COC(=O)COc2ccc(C#N)cc2)cc1	1%	1%	15%	9%	-1.6%	3%	-1%	-8%
6	CC(C)N(C(=O)Cn1cc(SCC(=O)Nc2ccccc2C(F)(F)F)c2ccccc21)C(C)C	·	-10%	·	·	7.0%	5%	-2%	-1%
7	CCOC(=O)Cc1csc(NC(=O)CCCCCN2C(=O)c3ccccc3C2=O)n1	1%	2%	-22%[46.1 µM]	-2%	?	-8%	0%	7%
8	CN(C)Cc1ccccc1COc1ccccc1	-2%	4%	13%	?	-3.0%	6%	1%	-4%
9	O=C(c1cnn2c(C(F)(F)F)cc(-c3cccs3)nc12)N1CCN(Cc2ccccc2)CC1	-4%	7%	-21%[46.1 µM]	13%	0.0%	-4%	0%	3%
10	CC(NC(=O)c1cccc(NC(=O)c2nsc3ccccc23)c1)c1ccccc1 (stereo not given)	·	-11%	·	·	2.3%	-29%	-4%	0%
11	O=C(NS(=O)(=O)c1ccc(F)cc1)O[C@@H]1C(=O)c2cc(Br)ccc2O[C@H]1c1ccc2c(c1)OCO2	1%	?	·	10%	-1.1%	-13%	-3%	10%
12	O=C(COc1ncnc2ccccc12)NCc1ccco1	?	3%	-2%	-28%	5.6%	-5%	-1%	-10%
13	O=C(CSc1nc(O)cc(=O)n1C1CCCC1)Nc1cccc(Cl)c1Cl	3%	6%	-18%	2%	0.9%	3%	-3%	-5%
14	Cc1ccc(F)c(C2C3C=CCC(C)C3C(=O)N2Cc2ccccc2)c1 (stereo not given)	3%	·	·	?	·	·	0%	-11%
15	CS(=O)(=O)NCC(c1cccnc1)N1CCN(c2ccc(F)cc2)CC1 (stereo not given)	1%	9%	-5%[46.1 µM]	3%	-1.0%	-1%	1%	1%
16	COc1ccccc1N1CCN(C(=O)CN2C(=O)c3ccccc3C2=O)CC1	0%	3%	2%	-11%	6.1%	-2%	-1%	6%
17	CCOc1ccc(C(C)=O)cc1CSc1nnc(-c2ccoc2C)n1N	-1%	-5%	-27%[46.1 µM]	-20%	-3.3%	1%	-2%	-4%
18	CCCNC(=S)Nc1c(C)n(C)n(-c2ccccc2)c1=O	3%	2%	25%	-4%	0.1%	1%	-1%	-7%
19	Nc1nc(Cl)cc(N2CCOCC2)n1	7%	-7%	-25%[46.1 µM]	2%	-0.4%	-4%	-8%	8%
20	CSc1cc(N2CCOCC2)nc(-c2ccccc2Cl)n1	-2%	-4%	-5%	18%	-0.3%	6%	-2%[53 µM]	-6%[53 µM]
21	O=S(=O)(NCC(c1cccnc1)N1CCOCC1)c1ccccc1 (stereo not given)	2%	0%	14%	5%	-0.1%	-3%	-2%	-3%
22	Cc1ccc(-c2nn(-c3ccccc3)cc2/C=C/C(=O)Nc2nccs2)cc1	8%	?	-12%[46.1 µM]	2%	0.0%	?	-3%	14%
23	O=C(NCCNC1CCC(c2ccccc2)CC1)c1ccc(F)cc1 (stereo not given)	0%	-3%	-1%	3%	-2.2%	-5%	1%	0%
24	CC(C)n1cnc2c(Nc3cccc(F)c3)nc(NCCO)nc21	10%	12%	-32%	10%	-1.6%	-8%	-1%	9%
25	O=C(NCc1ccccc1)c1nn(-c2ccccc2)nc1CO	·	0%	·	·	-0.7%	-2%	-1%	8%
26	CCOC(=O)C1CCN(c2nc3cc(OC)ccc3cc2C#N)CC1	4%	1%	-12%[46.1 µM]	10%	0.8%	-17%	4%	-16%
27	CCC1CCCCN1C(=O)COc1cccc2c1CCN(C)C2=O (stereo not given)	2%	-11%	15%	0%	3.2%	-5%	-1%	-4%
28	C/C(=N\NC(=O)CCCNc1ccc(C)cc1)c1ccccn1	-6%	4%	2%	-23%	-4.3%	9%	-1%	-3%
29	CCCOc1ccc(/C=N/NC(=O)CSCc2ccc([N+](=O)[O-])cc2)cc1OCC	-8%	-5%	-20%	6%	-1.1%	?	-17%	2%
30	COc1ccccc1N1CCN(c2ncnc3onc(-c4ccc(F)cc4)c23)CC1	·	2%	·	·	-0.4%	-24%	-5%	-7%
31	CC(C)N(C(=O)CSc1nnc(NC(=O)c2cccs2)s1)C(C)C	-6%	-3%	-6%[46.1 µM]	15%	-1.2%	-5%	-1%	-6%
32	CC(C)[C@@H](CC(=O)N[C@@H]1CCCC[C@H]1C(=O)N[C@H](CC(=O)N[C@@H](CCC(=O)O)CC(=O)O)Cc1c[nH]c2ccccc12)NC(=O)C[C@H](CO)NC(=O)[C@@H]1CNCC[C@H]1N	1%	-6%	·	19%	-1.1%	-7%	-2%	-3%
33	N#Cc1ccc(OCc2noc(-c3ccsc3)n2)cc1	6%	-9%	-20%	-4%	3.7%	0%	0%	0%
34	O=C(COC(=O)c1cccc(F)c1)Nc1cccnc1Cl	-2%	4%	3%	14%	-0.1%	1%	-3%	-8%
35	O=C(CSc1nc(-c2ccc(F)cc2)[nH]c1-c1ccccc1)Nc1ccccc1	·	?	·	·	0.4%	?	1%	5%
36	CCc1ccccc1N1CN(Cc2ccco2)CNC1=S	4%	0%	-1%	9%	-0.2%	-12%	-4%	5%
37	COCCNC(=O)c1ccccc1-c1nc(-c2ccccc2OC)no1	-6%	0%	6%[46.1 µM]	9%	0.4%	-4%	-4%	-8%
38	CCNC(=S)NCCN1CCCCC1	5%	-6%	-3%[46.1 µM]	1%	-3.0%	-8%	2%	6%
39	O=C(O)c1ccc(N/N=C/c2ccc(-c3ccc(Cl)cc3Cl)o2)cc1	10%	17%	?	17%	2.5%	?	-4%	4%
40	Cc1ccccc1NC(=O)C1CC(Cl)=CCC1C(=O)O (stereo not given)	0%	-2%	-7%[46.1 µM]	-1%	4.0%	1%	3%	5%
41	COc1cc(OC)c(OC)cc1/C=N/NC(=O)c1cccc(S(=O)(=O)N2CCOCC2)c1	1%	1%	-20%	7%	-1.5%	-13%	-1%	2%
42	CCOc1ccc(CCNC(=O)c2ccc(C)c(-n3c(C)nc4cccnc43)c2)cc1OCC	·	-3%	·	·	-0.1%	-1%	-1%	5%
43	CC(C)(C)C1=NN(C(=O)c2ccccc2)C(O)(C(C)(C)C)C1 (stereo not given)	2%	0%	-17%[46.1 µM]	9%	0.0%	-8%	1%	2%
44	O=C(CCCOc1ccc(Cl)cc1Cl)N/N=C/c1ccco1	?	-15%	-4%	1%	-2.4%	?	2%	-14%
45	Cc1ccc(NC(c2ccc(Cl)cc2)c2nnc(-c3cccc(F)c3)o2)cc1C (stereo not given)	·	7%	·	·	3.2%	-28%	-2%	6%
46	CC(=O)NCCc1c(Cc2ccccc2)[nH]c2ccccc12	-6%&3%	1%&2%	·	9%	1.1%&1.0%	-10%&-15%	-1%&-2%	3%&6%
47	CCn1c(SCC(=O)Nc2ccc(OC)cc2)nc2nc3c(cc2c1=O)COC(C)(C)C3	12%	8%	28%	8%	1.1%	-4%	3%	6%
48	CCCCCCC(=O)Nc1ccc(Cl)cn1	-3%	2%	-18%[46.1 µM]	5%	-1.5%	1%	0%	2%
49	Cc1ccc2cc3cc(C(=O)NCc4ccc5c(c4)OCO5)oc3nc2c1	9%	-6%	-13%[46.1 µM]	5%	4.0%	-9%	2%	3%
50	CCOc1ccc(/C=C(\C#N)C(=O)c2c(C)[nH]c3ccccc23)cc1OC	2%	?	-30%	-7%	-1.8%	?	-2%	1%
51	Cc1ccc(C(=O)C2CCN(CC(=O)Nc3ccc(N(C)C)cc3)CC2)cc1	-8%	12%	-11%[46.1 µM]	-26%	-1.0%	-14%	-3%	-8%
52	CC(C)CC(=O)Nc1ccc(C(=O)NN2C(=O)c3ccccc3C2=O)cc1	13%	4%	10%	-4%	0.1%	-4%	-2%	1%
53	CCOc1ccc(OCC)c(NC(=O)c2cnn(-c3ccc(F)cc3)c2-n2cccc2)c1	·	?	·	·	3.4%	?	0%	4%
54	Cc1cc(C)n(C(=O)CCCCCCCCC(=O)n2nc(C)cc2C)n1	-4%	3%	-17%[46.1 µM]	0%	-1.9%	-3%	-4%	1%
55	Cc1nc2ncnn2c(C)c1Cc1cccc(F)c1	7%	4%	14%	3%	1.1%	3%	1%	-4%
56	Cc1[nH]c2ccccc2c1C(=O)C(=O)N1CCCc2ccccc21	2%	7%	-11%	-2%	-1.0%	3%	0%	-8%
57	COc1cc(/C=N/NC(=O)C(=O)N2CCCC2)ccc1O	-3%	2%	-1%[46.1 µM]	5%	0.0%	6%	-5%	-4%
58	COc1ccc(/C(N)=N/OC(=O)c2ccc(C)c([N+](=O)[O-])c2)cc1OC	5%	-6%	-1%[46.1 µM]	-19%	0.0%	-12%	-5%	-4%
59	O=S(=O)(/C=C/c1ccccc1)Oc1ccccc1	0%	-2%	-8%[46.1 µM]	7%	-2.7%	-11%	-1%	-3%
